GLP1R cytotox – qHTS of GLP-1 Receptor Inverse Agonists: Cytotox Screen | AID 624418, 2012 | actives 0.13% (n = 410,000) | HEK293 cAMP-luciferase reporter cells, luminescence, 24 h | Potency, µM (doses to about 38.3 µM), without a hit: top-dose activity change, negative = inhibition, usual class: inhibitors;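 further: loss of luciferase light is scored as toxicity; potency means the concentration at half of the fitted maximal effect; on the % scale 0 is the no-effect control and ±100 the full control effect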
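To flag toxic compounds, the library was rerun on cells for 24 hr at 37 deg C and 5% CO2. Viability-linked luminescence was captured 12 min after adding luciferase detection reagent.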
HT1080-NT tox – qHTS for induction of synthetic lethality in tumor cells producing 2HG: qHTS for the HT-1080-NT fibrosarcoma cell line. HT-1080-NT fibrosarcoma viability, CellTiter-Glo ATP luminescence, 48 h. Potency, µM (top dose mostly 46.1 µM), without a hit: at the highest dose activity, negative = less viability, most hits filed as cytotoxic. actives 1.6% (n = 360,000). AID 686970, 2013;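 further: NT is the 2HG producing partner of a matched IDH1 knockdown line; potency means the concentration at half of the fitted maximal effect; 0% = DMSO-treated cells and -100% = media-only wells without cells; nearly all actives have a fitted effect of over 55% in size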
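Fibrosarcoma NT cells, 750 per well in 5% FBS RPMI, were exposed to compound for 48 hours. Viability: CellTiter-Glo luminescence.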
KB-V1 cytotox – qHTS assay for MDR1-selective chemotherapeutics: Primary screen using the drug-selected MDR subline cells KB-V1; KB-V1 MDR cells viability, CellTiter-Glo, 72 h; Potency, µM (top dose mostly 46.1 µM), for inactives: at the highest dose activity change, negative = cytotoxicity, actives largely listed as cytotoxic; actives 3.4% (n = 400,000); further: potency means the concentration at half of the fitted maximal effect; on the % scale 0 is the no-effect control and ±100 the full control effect; nearly all actives have a fitted effect of over 60% in size
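Cells of the MDR subline KB-V1 are plated, dosed with compound at multiple concentrations, and incubated 72 h at 37 degrees C; CellTiter-Glo is then added and luminescence read after 10 min.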
DRD3 agonist – qHTS of D3 Dopamine Receptor Agonist: qHTS; max activation, %; actives 0.58% (n = 410,000); D(3) dopamine receptor (Homo sapiens), P35462; D3R DiscoveRx beta-arrestin cells, luminescence, 90 min; in the data active means max activation above about 30%; further: 0% is about no effect; mostly tested at two doses, the higher about 12 µM
Target sequence (P35462 whole entry, looked up): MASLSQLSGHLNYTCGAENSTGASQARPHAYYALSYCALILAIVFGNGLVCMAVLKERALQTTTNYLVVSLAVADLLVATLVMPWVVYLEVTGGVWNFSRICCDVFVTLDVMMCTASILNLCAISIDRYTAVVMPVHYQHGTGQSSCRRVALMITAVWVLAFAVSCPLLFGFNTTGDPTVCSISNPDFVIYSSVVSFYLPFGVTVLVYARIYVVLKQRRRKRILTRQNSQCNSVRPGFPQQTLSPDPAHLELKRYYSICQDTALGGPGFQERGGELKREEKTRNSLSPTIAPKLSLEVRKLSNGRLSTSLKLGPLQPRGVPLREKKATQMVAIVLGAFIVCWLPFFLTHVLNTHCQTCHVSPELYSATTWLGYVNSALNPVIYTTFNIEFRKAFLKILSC
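Cells at 1500/well, incubated overnight, then treated with pinned compounds (dopamine as control) for 90 min at 37 degrees C. DiscoveRx reagent added for 30 - 60 minutes at room temperature; luminescence read.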
MCF10A rerep – A quantitative high throughput screen for small molecules that induce DNA re-replication in MCF 10a normal breast cells. MCF 10A DNA re-replication, Hoechst nuclear intensity, 48 h. actives 2.9% (n = 350,000). Potency, µM (titrated, usually from 46.1 µM), for inactives: at the highest dose activity, positive = re-replication, hits mostly activators; further: potency means the concentration at half of the fitted maximal effect; % of control where 0% means no effect; nearly all actives have a fitted effect of over 50% in size
IL-1B inflam inh – qHTS for Inhibitors of Inflammasome Signaling: IL-1-beta AlphaLISA Primary Screen; actives 4.7% (n = 360,000); activity change, % at 57.5 µM; THP-1 LPS/ATP IL-1B secretion, AlphaLISA, 16 h; active compounds read low; in the data active means activity change below about -50%; inconclusive means mostly about -30% to -49%; further: on the % scale 0 is the no-effect control and ±100 the full control effect
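Secreted IL-1B measured by AlphaLISA bead assay after 16 h compound exposure of THP-1 cells; compounds (final up to 57.5 uM) added 1 h before LPS (250 ng/mL) and ATP (1.25 mM) stimulation; lower signal means less secretion.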
KB-3-1 cytotox – qHTS assay for MDR1-selective chemotherapeutics: Primary screen using the parental adenocarcinoma cell KB-3-1; KB-3-1 viability, CellTiter-Glo ATP luminescence, 72 h; Potency, µM (highest dose often 46.1 µM), without a hit: top-dose activity change, negative = cytotoxic, actives largely listed as cytotoxic; actives 1.4% (n = 400,000); further: potency means the concentration at half of the fitted maximal effect; on the % scale 0 is the no-effect control and ±100 the full control effect; nearly all actives have a fitted effect of over 60% in size
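Parental KB-3-1 adenocarcinoma cells in phenol-red-free DMEM with 10% FBS were pin-treated with compounds at several concentrations, incubated 72 h at 37 °C, and viability read by CellTiter-Glo luminescence; concentration-effect curves were fitted after normalization.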
SW480 rereplic – A quantitative high throughput screen for small molecules that induce DNA re-replication in SW480 colon adenocarcinoma cells; actives 1.8% (n = 340,000); Potency, µM (top dose mostly 46.1 µM), for the others: top-dose re-replication activation, usual class: activators; AID 624297, 2012; SW480 DNA re-replication, Hoechst DNA content imaging, 48 h; further: potency means the concentration at half of the fitted maximal effect; % of control where 0% means no effect; nearly all actives have a fitted effect of over 55% in size
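250 cells/well; 23 nL cpd via pin tool; 48 hr, 37 C, 5% CO2; Hoechst 40 min; imager read of total nuclear intensity, ex 405/em 500-530 nm.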
HT1080 IDH1KD tx – qHTS for induction of synthetic lethality in tumor cells producing 2HG: qHTS for the HT-1080-IDH1KD cell line; HT-1080 IDH1 knockdown viability, ATP luminescence, 48 h; Potency, µM (titrated, usually from 46.1 µM), without a hit: at the highest dose activity, negative = toxicity, most hits filed as cytotoxic; actives 2% (n = 360,000);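 further: potency means the concentration at half of the fitted maximal effect; 0% = DMSO wells and -100% = cell-free medium wells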
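HT-1080-IDH1KD cells (IDH1 knocked down), 750/well in RPMI with 5% FBS, treated with compound 48 h at 37 degrees C. Viability by CellTiter-Glo luminescence, normalised to DMSO and no-cell wells; concentration-response curves classed.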
Starred values were filed as active, the others as inactive; ? = inconclusive; · = no result given; [ ] = dose if it differs, or a comment. Unless noted, the call rests on the fitted dose curve; in most records, active means well fitted curve in the direction sought with a large enough effect; inconclusive means small, poorly fitted or top-dose-only effect, or another doubt; inactive means no such curve, though single readings can be large; an effect the other way counts as inactive or inconclusive. The order is random; overall some 11% were active at least once.

cpd	structure	GLP1R cytotox	HT1080-NT tox	KB-V1 cytotox	DRD3 agonist	MCF10A rerep
1	COc1ccc(N2CC(C(=O)Nc3nnc(SCc4cccnc4)s3)CC2=O)cc1 (stereo not drawn)	20%	3%	·	9	-5%
2	CC(NC(=O)C(=O)NN=C1CCCCCC1)c1ccccc1 (stereo not drawn)	-2%	8%	5%	0	2%
3	COc1ccc(-n2cnc(N)c2C(=O)c2cccc([N+](=O)[O-])c2)cc1	-23%	?	-1%	-1	?
4	O=C(/C=C/c1ccccc1Cl)Nc1cccnc1	3%	21%	-14%	2	4%
5	CCOc1ccc(-n2cnnn2)cc1S(=O)(=O)NCc1ccccc1	3%	3%	12%	14	-9%
6	O=C1C(F)=CC(COC(c2ccccc2)(c2ccccc2)c2ccccc2)OC1n1cc(F)c(=O)[nH]c1=O (stereo not drawn)	?	?	?	-9	2.6µM*
7	CC(C)(C)c1csc(N(CCC#N)CCC#N)n1	4%	10%	-4%	18	-6%
8	Cn1c(=O)oc2cc(S(=O)(=O)NC(CC(=O)O)c3cccc(Br)c3)ccc21 (stereo not drawn)	-4%	·	5%	1	·
9	CCN1CCN(CCCNC(=O)c2cc3c(=O)n(CC)c4ccccc4c3s2)CC1	-1%	·	-10%	-17	·
10	CC(=O)Nc1ccc(S(=O)(=O)Nc2cccc3[nH]ncc23)cc1	5%	-7%	2%	15	0%
11	COc1ccc(OC)c(N(CC(=O)Nc2cccc(C(F)(F)F)c2)S(C)(=O)=O)c1	-15%	-17%	?	-8	14%
12	Clc1ccc(C[n+]2cc(-c3ccccc3)n3c2CCC3)cc1	-2%	-18%	-6%	-42	-1%

cpd	IL-1B inflam inh	KB-3-1 cytotox	SW480 rereplic	HT1080 IDH1KD tx
1	5	·	-10%	6%
2	8	-16%	-7%	6%
3	-3	?	?	?
4	-4	1%	-9%	14%
5	-10	11%	-11%	8%
6	-101*	?	7.3µM*	21µM*
7	11	-11%	2%	-4%
8	·	11%	·	·
9	·	1%	·	·
10	15	-1%	-135%[inhibitor]	-13%
11	0	1%	1%	-2%
12	?	7.3µM*	-2%	-14%

Next compounds follow.
cpd	structure	GLP1R cytotox	HT1080-NT tox	KB-V1 cytotox	DRD3 agonist	MCF10A rerep
13	CCC(C)n1c(SCC(=O)NC2CCS(=O)(=O)C2)nc2ccccc2c1=O (stereo not drawn)	8%	-3%	-12%	-18	0%
14	O=C(Nc1cccc(-n2cnnn2)c1)C1CCCN(C(=O)Cc2cccc(Cl)c2)C1 (stereo not drawn)	0%	-12%	-16%	-5	·
15	Cc1cccc(C)c1NC(=O)Cn1cnc2c(=O)n(C)c(=O)n(C)c21	-2%	-1%	0%	1	-1%
16	COc1ccccc1N/C(=N/S(=O)(=O)c1ccc(C)cc1)c1ccc(Cl)cc1	-10%	-2%	-7%	-12	-3%
17	COc1ccc(CNC(=O)CC2C[C@H](C(=O)N(C(C)C)C(C)C)[C@@]3(C)c4[nH]c5ccccc5c4CCN3C2=O)cc1OC (stereo partly drawn)	-3%	2%	0%	13	9%
18	O=C(O)C1C2C=CC(C2)C1C(=O)NCCc1ccccc1 (stereo not drawn)	-17%	-6%	-7%	17	?
19	CC(=O)c1ccc(OC(=O)c2ccc(-n3nc(C)cc3C)cc2)cc1	2%	13%	5%	1	2%
20	O=C1Nc2c(Cl)cccc2C1=O	-5%	?	0%	-10	·
21	Cc1cccc(NCC(=O)N/N=C\c2c[nH]c3ccccc23)c1	?	?	?	-5	?
22	COCCn1c(SCC(N)=O)nc2c(c1=O)SC(C)C2 (stereo not drawn)	1%	4%	?	1	3%
23	CC1CC(C)CN(CCCNC(=O)c2csc3c2CCCC3)C1 (stereo not drawn)	?	-11%	16µM*	3	?
24	CC(=O)Nc1ccc2c(c1)nc(CCN1CCN(C)CC1)n2C	6%	-11%	-1%	18	29%

cpd	IL-1B inflam inh	KB-3-1 cytotox	SW480 rereplic	HT1080 IDH1KD tx
13	-9	0%	-5%	-15%
14	-22	-11%	·	-7%
15	13	-7%	-16%	2%
16	-25	-1%	6%	-6%
17	19	0%	5%	1%
18	3	2%	-13%	3%
19	20	2%	-24%	26%
20	104	-18%	·	?
21	-27	?	1%	?
22	-7	?	-5%	2%
23	9	-14%	?	-8%
24	5	-1%	-8%	1%

Remaining list, next part:
cpd	structure	GLP1R cytotox	HT1080-NT tox	KB-V1 cytotox	DRD3 agonist	MCF10A rerep
25	CCOc1ccc(C(=O)NCC(c2ccc3c(c2)OCO3)N2CCN(c3ccccc3F)CC2)cc1 (stereo not drawn)	0%	·	8%	-20	·
26	O=C(c1cccs1)N1CCC(c2nc3ccccc3s2)CC1	-10%	-7%	0%	-14	12%
27	O=C(NNS(=O)(=O)c1ccc([N+](=O)[O-])cc1)c1ccccc1	-1%	11%	-15%	6	0%
28	Cn1ccc(C(=O)Oc2ccc(C(=O)Nc3ccc(F)cc3F)cc2)n1	-3%[0.307 µM]	5%	0%	0	0%
29	CNC[C@H]1Oc2c(NC(=O)c3ccc(-c4nccs4)cc3)cccc2C(=O)N([C@@H](C)CO)C[C@@H]1C	-8%	-1%	-16%	9	5%
30	CC1(C(=O)Nc2cccc(OC(F)(F)F)c2)Cc2c(-c3ccc(C(N)=O)cc3)ccnc2O1 (stereo not drawn)	-21%	-5%	?	1	·
31	CC(=O)NC(C)c1nc2ccccc2n1C(C)C (stereo not drawn)	4%	-10%	0%	-1	-3%
32	Cc1cccc(C(=O)OCc2cc(=O)n3nc(C4CC4)sc3n2)c1	0%	·	5%	2	·
33	COC(=O)c1cc(=O)n(C2CC2)c(=NC2CC2)s1	7%	-13%[9.24 µM]	19%	0	?
34	Cc1nnc(-c2cnn(C)c2N)n1Cc1ccccc1	-5%	10%	17%	1	-16%
35	Cc1c(Br)c([N+](=O)[O-])nn1CC(=O)Nc1sc2c(c1C(=O)OC(C)C)CCCC2	2%	4%	?	3	5%
36	CC(C)(C)NC(=O)CN(C(=O)CCN1CCCc2ccccc21)C(C)(C)C	-5%	14%	6%	5	?

cpd	IL-1B inflam inh	KB-3-1 cytotox	SW480 rereplic	HT1080 IDH1KD tx
25	·	-12%	·	·
26	1	-25%	-3%	-30%
27	-3	5%	-4%	8%
28	-1	1%	-5%	2%
29	-4	-4%	0%[9.22 µM]	9%
30	83	-16%	·	?
31	5	0%	-17%	9%
32	·	-6%	·	·
33	-20	0%	-1%	-11%
34	-4	11%	-2%[9.22 µM]	3%
35	13	?	10%	1%
36	53	2%	1%	10%

(more compounds)
cpd	structure	GLP1R cytotox	HT1080-NT tox	KB-V1 cytotox	DRD3 agonist	MCF10A rerep
37	COc1ccc(-n2c(C)c([N+](=O)[O-])c3ccc(O)c(CN4CCCCC4)c32)cc1	-17%	-9%	-32%	-15	?
38	CCOC(=O)N1CCN(C(=O)c2c(-c3ccccc3Cl)noc2C)CC1	6%	21%	-6%	1	-1%
39	CCOC(=O)c1nnn(-c2nonc2N)c1-c1ccc(Cl)cc1	-5%	2%	-9%	11	?
40	CC(Sc1nnc2ccccn12)C(=O)NCc1ccc2c(c1)OCO2 (stereo not drawn)	-3%	-7%	-5%	2	?
41	CC(=O)Nc1ccc(S(=O)(=O)Nc2nc3ccccc3nc2Nc2cccc(S(N)(=O)=O)c2)cc1	-6%	1%	12%	2	2%
42	CCN(CC)S(=O)(=O)c1ccc(OC)c(NC(=O)c2ccc(-n3cncn3)c([N+](=O)[O-])c2)c1	-4%	5%	2%	3	-1%
43	CCOc1ccc(Cc2nnc(SCC(=O)c3ccc(OC)cc3)o2)cc1	-5%	-2%	-12%	2	-2%
44	O=C(O)COc1ccccc1/C=N/NC(=O)COc1ccc(-c2ccccc2)cc1	5%	5%	-10%	3	-5%
45	CC(OC(=O)CC1CCCC1)C(=O)Nc1ccc(Cl)cn1 (stereo not drawn)	-2%	1%	2%	-2	11%

cpd	IL-1B inflam inh	KB-3-1 cytotox	SW480 rereplic	HT1080 IDH1KD tx
37	-68*	0%	?	-2%
38	6	3%	-30%[inhibitor]	14%
39	3	-1%	-10%	4%
40	0	2%	-5%	-7%
41	6	1%	-4%	6%
42	1	0%	-1%	14%
43	-15	4%	4%	-30%
44	-15	-2%	-9%	-4%
45	-12	-3%	-2%	11%
